Screening data: PubChem, several laboratories
MT1-MMP act inh = blocks activation of human MT1-MMP; P50281; HT1080 RFP-PRO-GFP cells, GFP/RFP ratio fluorescence, overnight; percent of plate control window, DMSO zero; GFP/RFP ratio change, % at 20 µM; 360,000 compounds, 0.061% hits; AID 651647;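 active = GFP/RFP ratio change of at least 30% with cell ATP level not reduced by more than half and red fluorescence within 50% of control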; note: strong numbers were not always called active
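Read-out: GFP/RFP fluorescence ratio; Test system: RFP-PRO-GFP reporter HT1080 cells; Compound dosing: single-point 20 µM compound, 1% DMSO; Times: overnight compound exposure at 37 °C.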
Neddylation inh = inhibitors of human cullin neddylation. P61081+Q13564. TR-FRET cullin neddylation, biochemical. calls only at 25 µM. 360,000 compounds, 0.58% hits. AID 651699; in the data active = inhibition above about 36%
Target sequence (P61081 whole entry, looked up): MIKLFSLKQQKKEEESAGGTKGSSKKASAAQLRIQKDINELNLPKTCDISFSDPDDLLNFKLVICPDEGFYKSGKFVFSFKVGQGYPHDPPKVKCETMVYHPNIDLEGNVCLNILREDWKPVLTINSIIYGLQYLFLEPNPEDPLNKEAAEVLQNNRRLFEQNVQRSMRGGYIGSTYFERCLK
Target sequence (Q13564 whole entry, looked up): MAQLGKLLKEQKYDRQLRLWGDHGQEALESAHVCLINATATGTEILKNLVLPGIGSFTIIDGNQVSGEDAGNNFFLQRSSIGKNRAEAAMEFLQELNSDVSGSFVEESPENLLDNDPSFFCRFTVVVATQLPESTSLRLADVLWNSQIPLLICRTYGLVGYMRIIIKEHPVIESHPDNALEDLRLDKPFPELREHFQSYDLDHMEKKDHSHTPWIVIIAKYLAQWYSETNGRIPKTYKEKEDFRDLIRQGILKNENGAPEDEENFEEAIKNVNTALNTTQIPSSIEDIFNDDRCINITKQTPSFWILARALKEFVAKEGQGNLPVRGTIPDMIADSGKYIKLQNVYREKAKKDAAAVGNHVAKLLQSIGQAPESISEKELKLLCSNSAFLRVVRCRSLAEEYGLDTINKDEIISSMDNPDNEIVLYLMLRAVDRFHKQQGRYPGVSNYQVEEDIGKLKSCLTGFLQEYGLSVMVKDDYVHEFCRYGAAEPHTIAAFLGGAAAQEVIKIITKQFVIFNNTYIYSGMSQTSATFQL
SKN-1 block = blocks SKN-1 activity in C. elegans. inhibition, % at 21.8 µM. 360,000 compounds, 0.49% hits. AID 624304. C. elegans VP596 Pgst-4::GFP/RFP ratio, acrylamide-induced, 24 h;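 active = interference check ratio from 0.5 to 1.5 plus GFP to RFP signal ratio inhibition reaching or exceeding a fixed threshold, cut at about 30% in these data, passing the limit was not always enough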; note: some compounds called inactive have numbers as strong as hits
MsrA act = bovine methionine sulfoxide reductase A activation; purified bovine MsrA, absorbance read-out; activation, % at 10.6 µM; 360,000 compounds, 0.3% hits; AID 602163; in the data active = activation above about 7.5%;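 note: 0% = vehicle and 100% = reference activator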
PABP1 MLLE inh = blocks PAM2 peptide binding to the PABP1 MLLE domain | P11940 | GST-MLLE / FITC-PAM2 fluorescence polarization | inhibition, % at 20 µM | 360,000 compounds, 0.36% hits | AID 588489; in the data active = inhibition above about 35%, passing the limit was not always enough;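 note: plate controls were DMSO wells with GST-MLLE for no effect and wells lacking GST-MLLE protein for full effect; some results filed as inactive read as strong as hits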
FAS TE block = blocks the thioesterase domain of human fatty acid synthase; P49327; recombinant FAS-TE, OMFH fluorogenic substrate, fluorescence endpoint; inhibition, % at 15 µM; 360,000 compounds, 0.67% hits;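 active = compounds whose normalised, plate-corrected inhibition of enzyme fluorescence in the single-dose primary screen is 50% or more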;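 note: 0% = DMSO with enzyme and 100% = substrate without enzyme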
Rin1-Abl PPI inh = inhibitors of human Rin1-Abl protein interaction | AID 588664 | inhibition, % at 7.35 µM | 360,000 compounds, 0.4% hits | TR-FRET Rin1/Abl binding, biochemical; in the data active = inhibition above about 5%, passing the limit was not always enough
E coli Lon inh = E. coli protease La inhibition | P0A9M0 | purified E. coli Lon protease, fluorescence polarization | inhibition, % at 7.94 µM | 360,000 compounds, 0.42% hits; in the data active = inhibition above about 13%, passing the limit was not always enough;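 note: 0% = enzyme with probe and DMSO and 100% = no enzyme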
NRP1-CendR mod = alters CendR peptide binding to human NRP-1; O14786; FAM-RPARPAR peptide binding to NRP-1, fluorescence polarization; inhibition, % at 25 µM; 360,000 compounds, 0.85% hits; AID 602438;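 active = inhibition or corrected inhibition above about 18%, plus a signal ratio from 0.5 to 1.5, limit read from the data, passing the limit was not always enough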; note: strong numbers were not always called active
An asterisk follows results filed as active.

What do the screens show for `O=C(O)C/C(=C\c1ccc(Cl)cc1)c1nc2ccccc2o1`?
MT1-MMP act inh: 4.4; Neddylation inh: inactive; SKN-1 block: -1.5; MsrA act: -0.3; PABP1 MLLE inh: 21.4; FAS TE block: -2.0; Rin1-Abl PPI inh: -4.6; E coli Lon inh: 2.8; NRP1-CendR mod: 11.5

What do the screens show for `CCC(C)NC(=O)c1ccc(C)c(NC(=O)C2=C(C)OCCS2)c1` (configuration not stated)?
MT1-MMP act inh: 3.6; Neddylation inh: inactive; SKN-1 block: 14.5; MsrA act: -1.4; PABP1 MLLE inh: 12.7; FAS TE block: -2.4; Rin1-Abl PPI inh: -1.0; E coli Lon inh: -3.6; NRP1-CendR mod: -0.4

Results for CC(C)c1ccc(CNc2c([N+](=O)[O-])c(=O)oc3ccccc23)cc1 ?
MT1-MMP act inh: 2.1; Neddylation inh: inactive; SKN-1 block: -1.3; MsrA act: -13.5; PABP1 MLLE inh: 12.4; FAS TE block: -4.5; Rin1-Abl PPI inh: -0.2; E coli Lon inh: 0.2; NRP1-CendR mod: -9.7

What do the screens show for `COc1cc2cc(CN(Cc3cccs3)C(=S)Nc3ccccc3)c(=O)[nH]c2cc1OC`?
MT1-MMP act inh: -14.6; Neddylation inh: inactive; SKN-1 block: -3.0; MsrA act: -4.0; PABP1 MLLE inh: -146.4; FAS TE block: 78.6*; Rin1-Abl PPI inh: -1.2; E coli Lon inh: -0.9; NRP1-CendR mod: 3.0

How did CN(C)/C=C1\C=C(c2ccccc2)OC1=O do in these assays?
MT1-MMP act inh: -1.3; Neddylation inh: inactive; SKN-1 block: -1.1; MsrA act: -5.3; PABP1 MLLE inh: 7.0; FAS TE block: -4.2; Rin1-Abl PPI inh: -3.3; E coli Lon inh: -3.2; NRP1-CendR mod: 4.1

What do the screens show for `Cc1cc(C(=O)NCC(=O)Nc2ccc(F)c(F)c2)c(C)o1`?
MT1-MMP act inh: 2.2; Neddylation inh: inactive; SKN-1 block: 0.4; MsrA act: -2.6; PABP1 MLLE inh: -79.7; FAS TE block: 7.4; Rin1-Abl PPI inh: 2.0; E coli Lon inh: -2.7; NRP1-CendR mod: 19.9

What do the screens show for `CC1(C)CN(c2ccc(C(=O)c3ccccc3)cc2)C1=O`?
MT1-MMP act inh: -4.1; Neddylation inh: inactive; SKN-1 block: 7.2; MsrA act: -3.3; PABP1 MLLE inh: -0.2; FAS TE block: -2.3; Rin1-Abl PPI inh: 1.8; E coli Lon inh: 1.7; NRP1-CendR mod: 3.7

What do the screens show for `Cc1ccc(SCc2cc(=O)[nH]c(N3CCN(Cc4ccc5c(c4)OCO5)CC3)n2)cc1`?
MT1-MMP act inh: -17.2; Neddylation inh: inactive; SKN-1 block: 24.4; MsrA act: -3.5; PABP1 MLLE inh: 0.8; FAS TE block: -6.9; Rin1-Abl PPI inh: 0.7; E coli Lon inh: -0.8; NRP1-CendR mod: 13.0

How did Fc1ccc(-c2csc3[n+]2CCS3)cc1 do in these assays?
MT1-MMP act inh: -2.3; Neddylation inh: inactive; SKN-1 block: -14.2; MsrA act: -5.4; PABP1 MLLE inh: 12.9; FAS TE block: -4.6; Rin1-Abl PPI inh: -1.9; E coli Lon inh: 2.6; NRP1-CendR mod: 2.2

What do the screens show for `CC(=O)C1(C)OC(N)=C(C#N)C(c2ccccc2)C1(C#N)C#N` (configuration not stated)?
MT1-MMP act inh: -31.6; Neddylation inh: inactive; SKN-1 block: 17.2; MsrA act: -2.8; PABP1 MLLE inh: 21.1; FAS TE block: -10.1; Rin1-Abl PPI inh: -2.7; E coli Lon inh: -9.2; NRP1-CendR mod: -44.5

Results for Cc1ccc(S(=O)(=O)NCCC2=CCCCC2)cc1C(N)=O ?
MT1-MMP act inh: -1.6; Neddylation inh: inactive; SKN-1 block: -1.4; MsrA act: -1.4; PABP1 MLLE inh: -1.6; FAS TE block: -1.3; Rin1-Abl PPI inh: -1.6; E coli Lon inh: 5.0; NRP1-CendR mod: 10.0

Results for O=C(CSc1ccc2nnc(-c3ccncc3)n2n1)Nc1ccc2c(c1)OCO2 ?
MT1-MMP act inh: -0.4; Neddylation inh: inactive; SKN-1 block: -10.1; MsrA act: 1.4; PABP1 MLLE inh: 10.5; FAS TE block: -1.2; Rin1-Abl PPI inh: -18.2; E coli Lon inh: -8.9; NRP1-CendR mod: 0.0

Results for CN(CC(=O)Nc1ccccc1Br)C(=O)c1n[nH]c2ccccc12 ?
MT1-MMP act inh: 2.1; Neddylation inh: inactive; SKN-1 block: 0.8; MsrA act: -1.6; PABP1 MLLE inh: 6.1; FAS TE block: -7.0; Rin1-Abl PPI inh: -3.1; E coli Lon inh: 5.7; NRP1-CendR mod: -0.4

What do the screens show for `COc1ccc(/C=C2/SC(=S)N(CC(=O)O)C2=O)cc1OCc1ccc(Cl)cc1`?
MT1-MMP act inh: 3.3; Neddylation inh: inactive; SKN-1 block: -5.8; MsrA act: -5.7; PABP1 MLLE inh: 15.6; FAS TE block: -76.9; Rin1-Abl PPI inh: -1.4; E coli Lon inh: 0.9; NRP1-CendR mod: -65.9

How did COc1ccccc1-c1nc(-c2ccc(C(=O)O)cc2)no1 do in these assays?
MT1-MMP act inh: 4.3; Neddylation inh: inactive; SKN-1 block: 0.6; MsrA act: -0.1; PABP1 MLLE inh: 2.9; FAS TE block: -6.8; Rin1-Abl PPI inh: -0.9; E coli Lon inh: -9.7; NRP1-CendR mod: 0.7

How did Cc1cccc(COc2coc(CN3CCN(C(=O)c4ccco4)CC3)cc2=O)c1 do in these assays?
MT1-MMP act inh: -2.0; Neddylation inh: inactive; SKN-1 block: 14.8; MsrA act: -2.5; PABP1 MLLE inh: 0.6; FAS TE block: -5.8; Rin1-Abl PPI inh: 1.0; E coli Lon inh: 4.5; NRP1-CendR mod: 1.4

How did Cc1c(NC(=O)OCCSc2nc(N(C)C)nc(N(C)C)n2)sc(=S)n1C do in these assays?
MT1-MMP act inh: -1.6; Neddylation inh: inactive; SKN-1 block: -3.9; MsrA act: -1.3; PABP1 MLLE inh: -94.9; FAS TE block: 12.1; Rin1-Abl PPI inh: 0.8; E coli Lon inh: 3.1; NRP1-CendR mod: -10.0

How did Cc1ccc(NS(=O)(=O)c2cc(C(=O)N3CCOCC3)ccc2C)cc1C do in these assays?
MT1-MMP act inh: -1.0; Neddylation inh: inactive; SKN-1 block: 8.9; MsrA act: -2.9; PABP1 MLLE inh: -2.5; FAS TE block: -7.1; Rin1-Abl PPI inh: 1.8; E coli Lon inh: -8.9; NRP1-CendR mod: 4.7

What do the screens show for `COc1ccc2c(c1)[n+](=O)c(C(C)=O)c(C)n2[O-]`?
MT1-MMP act inh: 4.3; Neddylation inh: inactive; SKN-1 block: -6.7; MsrA act: -2.5; PABP1 MLLE inh: 6.5; FAS TE block: -5.6; Rin1-Abl PPI inh: -3.2; E coli Lon inh: -0.1; NRP1-CendR mod: -1.0

What do the screens show for `CS(=O)(=O)Nc1ccccc1C(=O)NCCSc1ccccc1`?
MT1-MMP act inh: 0.3; Neddylation inh: active; SKN-1 block: 3.9; MsrA act: -2.1; PABP1 MLLE inh: -3.3; FAS TE block: -1.6; Rin1-Abl PPI inh: 3.7; E coli Lon inh: -1.3; NRP1-CendR mod: 9.7

How did COc1cc(/C=N/N2CCN(c3ccccc3OC)CC2)ccc1OC(C)=O do in these assays?
MT1-MMP act inh: 3.3; Neddylation inh: inactive; SKN-1 block: -4.8; MsrA act: -1.2; PABP1 MLLE inh: 12.1; FAS TE block: -0.6; Rin1-Abl PPI inh: 2.6; E coli Lon inh: 1.8; NRP1-CendR mod: 20.3

Results for CC(=O)N(C)c1ccc(C(O)(C(F)(F)F)C(F)(F)F)cc1 ?
MT1-MMP act inh: 1.3; Neddylation inh: inactive; SKN-1 block: 13.2; MsrA act: -1.5; PABP1 MLLE inh: -5.0; FAS TE block: -0.2; Rin1-Abl PPI inh: -1.4; E coli Lon inh: -1.9; NRP1-CendR mod: 2.9

What do the screens show for `CC(NC(=O)CN1C(=O)NC2(CCCCCC2)C1=O)c1ccccc1Cl` (configuration not stated)?
MT1-MMP act inh: 0.9; Neddylation inh: inactive; SKN-1 block: 10.7; MsrA act: -5.6; PABP1 MLLE inh: 9.4; FAS TE block: -4.5; Rin1-Abl PPI inh: 0.9; E coli Lon inh: 1.9; NRP1-CendR mod: 5.1

What do the screens show for `c1cncc(-c2nc(NCC3CCCO3)c3ccccc3n2)c1` (configuration not stated)?
MT1-MMP act inh: -0.4; Neddylation inh: inactive; SKN-1 block: -8.9; MsrA act: -9.4; PABP1 MLLE inh: -18.9; FAS TE block: -5.8; Rin1-Abl PPI inh: 3.1; E coli Lon inh: -0.7; NRP1-CendR mod: 1.4

What do the screens show for `O=C(Cn1cncn1)c1ccc(F)cc1F`?
MT1-MMP act inh: 1.3; Neddylation inh: inactive; SKN-1 block: 1.9; MsrA act: -4.0; PABP1 MLLE inh: 4.5; FAS TE block: -13.0; Rin1-Abl PPI inh: -1.3; E coli Lon inh: 4.6; NRP1-CendR mod: -1.1

How did S=C(NCc1ccncc1)Nc1cc(Cl)cc(Cl)c1 do in these assays?
MT1-MMP act inh: 0.7; Neddylation inh: inactive; SKN-1 block: 6.6; MsrA act: -12.7; PABP1 MLLE inh: 10.3; FAS TE block: 2.5; Rin1-Abl PPI inh: 0.9; E coli Lon inh: -7.3; NRP1-CendR mod: -3.4

How did COc1c(C)oc2cc(O)ccc2c1=O do in these assays?
MT1-MMP act inh: -1.4; SKN-1 block: 8.0; MsrA act: -9.0; PABP1 MLLE inh: -5.5; FAS TE block: -8.3; Rin1-Abl PPI inh: 0.7; E coli Lon inh: -3.3; NRP1-CendR mod: 6.9

How did Cc1nn(CCc2nc(-c3ccco3)cs2)c2[nH]c(=O)cc(C(F)(F)F)c12 do in these assays?
MT1-MMP act inh: -3.2; Neddylation inh: inactive; SKN-1 block: 2.7; MsrA act: -12.6; PABP1 MLLE inh: 27.8; FAS TE block: -0.9; Rin1-Abl PPI inh: 4.0; E coli Lon inh: -9.8; NRP1-CendR mod: -59.4

Results for COc1ccc(N2CC(C)Cn3c2nc2c3c(=O)n(Cc3ccc(F)cc3)c(=O)n2C)c(OC)c1 (configuration not stated) ?
MT1-MMP act inh: 2.6; Neddylation inh: inactive; SKN-1 block: 12.3; MsrA act: -7.3; PABP1 MLLE inh: 3.4; FAS TE block: 15.6; Rin1-Abl PPI inh: 1.6; E coli Lon inh: -3.4; NRP1-CendR mod: 7.8

How did Cc1sc(NC(=O)CSc2nnc(N)s2)c(C#N)c1C do in these assays?
MT1-MMP act inh: 1.6; Neddylation inh: inactive; SKN-1 block: -3.3; MsrA act: -1.9; PABP1 MLLE inh: -10.1; FAS TE block: -5.1; Rin1-Abl PPI inh: 0.2; E coli Lon inh: -10.3; NRP1-CendR mod: 7.7

What do the screens show for `Cc1ccc2oc(C(=O)N(Cc3nccn3C)C(C)C)c(C)c2c1`?
MT1-MMP act inh: 3.3; Neddylation inh: inactive; SKN-1 block: 7.5; MsrA act: -3.3; PABP1 MLLE inh: -14.0; FAS TE block: -5.1; Rin1-Abl PPI inh: -2.7; E coli Lon inh: 4.1; NRP1-CendR mod: 1.9

How did O=C1CC(N2CCSCC2)C(=O)N1c1cccc(Br)c1 (configuration not stated) do in these assays?
MT1-MMP act inh: 1.4; Neddylation inh: inactive; SKN-1 block: 5.3; MsrA act: -2.3; PABP1 MLLE inh: 1.6; FAS TE block: -2.3; Rin1-Abl PPI inh: 0.4; E coli Lon inh: 7.2; NRP1-CendR mod: 5.4

An unsorted share of the library; 4% or so of the library scored in one or more.
